Compound activity as filed in PubChem.
V1aR counter – counter-screen for oxytocin receptor agonists: human V1a receptor agonists | activation, % at 3 µM | P37288 | CHO-V1R cells, Fluo-8 calcium fluorescence, agonist mode; 0% DMSO, 100% 3 nM vasopressin | 0.25% of 320,000 active | AID 2797;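 active means activation above the mean activation of all tested compounds plus 3 SD, per screening run, cut at about 20% in these data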;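 further: signal is peak over basal fluorescence ratio across a 100 second FLIPR read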
MEKK2mut PB1 HTS – signal of MEK5 binding to mutant human MEKK2 PB1 domain; bead flow cytometry, Alexa488-MEK5 binding to MEKK2 mutant; percent response, % at 10 µM; 0.35% of 290,000 active; in the data active means percent response above about 24%, passing the limit was not always enough; further: inactives centre near 1; some results filed as inactive read as strong as hits; reference of the scale not given here
MEKK2 WT-MEK5 – raises or lowers MEK5 binding to wildtype human MEKK2 PB1 domain; binding response (% of control), % at 10 µM; Q9Y2U5; bead flow cytometry, Alexa488-MEK5 binding to MEKK2 WT; actives lie on both sides; 1.1% of 290,000 active; in the data active means binding response below about 67% or above about 130%
NALP1 inh – inhibitors of NALP1 inflammasome in yeast. inhibition, % at 10 µM. 0.61% of 280,000 active. S. cerevisiae NALP1/ASC/caspase-1 growth, X-gal OD620, 72 h; in the data active means inhibition mostly above about 24%, no sharp cut-off; inactive means mostly below about 32%; further: some compounds called inactive have numbers as strong as hits
GalR3 antagonist – blocks the human galanin receptor 3. HEK293 GalR3-CNG cAMP membrane potential fluorescence; galR3 body fused to GalR1 C-terminus. inhibition, % at 3 µM. 0.44% of 360,000 active. O60755;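 active means inhibition above the screen-wide average plus 3 SD, cut at about 13% in these data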;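 further: forskolin and galanin both at EC90 stimulate the cells; cAMP rise reported by CNG channel membrane potential dye signal; 0% = forskolin plus galanin with DMSO and 100% = forskolin alone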
Target sequence (O60755 1-299 limits assumed): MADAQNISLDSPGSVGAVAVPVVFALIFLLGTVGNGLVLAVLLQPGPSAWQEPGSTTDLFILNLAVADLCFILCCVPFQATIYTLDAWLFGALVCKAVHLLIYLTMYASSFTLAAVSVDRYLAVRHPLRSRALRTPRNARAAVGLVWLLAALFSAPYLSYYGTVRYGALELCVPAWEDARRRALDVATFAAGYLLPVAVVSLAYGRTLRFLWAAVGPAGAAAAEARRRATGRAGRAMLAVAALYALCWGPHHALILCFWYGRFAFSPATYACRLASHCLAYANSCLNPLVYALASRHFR
PHOSPHO1 block – PHOSPHO1 (human) inhibition. Q8TCT1. recombinant PHOSPHO1, absorbance phosphatase assay. inhibition, % at 13.3 µM. 1.1% of 290,000 active; in the data active means inhibition above about 60%
MEKK3 PB1 HTS – modulators (inhibitors or enhancers) of MEK5 binding to human MEKK3 PB1 domain | Q99759 | bead-based flow cytometry, Alexa488-MEK5 binding to MEKK3; actives lie on both sides; 0 = blocked by unlabeled MEK5, 100 = vehicle | binding response (% of control), % at 10 µM | 1.4% of 290,000 active | AID 1529;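 active means binding response more than 3 SD above or below the average of its plate-row segment, actives on both sides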;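 further: Alexa488 bead fluorescence after subtracting the streptavidin-only scavenger bead signal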
OXTR ag – activates the human oxytocin receptor | 0.32% of 320,000 active | activation, % at 3 µM | CHO-OTR cells, Fluo-8 calcium fluorescence; normalized: DMSO 0%, oxytocin 100% | AID 2435 | P30559;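 active means activation above the mean of all tested compounds plus 3 SD, cutoff set per screening run, cut at about 20% in these data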;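 further: peak over basal fluorescence ratio from a 100 s FLIPR kinetic read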
Target sequence (P30559 whole entry, looked up): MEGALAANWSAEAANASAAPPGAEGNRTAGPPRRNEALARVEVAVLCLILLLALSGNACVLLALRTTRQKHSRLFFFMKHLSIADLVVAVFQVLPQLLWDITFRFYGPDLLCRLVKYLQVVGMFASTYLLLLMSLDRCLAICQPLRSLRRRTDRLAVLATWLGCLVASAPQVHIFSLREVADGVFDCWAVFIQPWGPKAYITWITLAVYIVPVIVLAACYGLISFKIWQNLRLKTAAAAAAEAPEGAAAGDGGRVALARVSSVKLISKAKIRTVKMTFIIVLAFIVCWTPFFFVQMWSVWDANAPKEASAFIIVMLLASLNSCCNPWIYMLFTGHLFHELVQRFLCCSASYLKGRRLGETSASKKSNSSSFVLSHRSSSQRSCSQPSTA
GPR7 antag – antagonists of human GPR7 (neuropeptides B/W receptor 1) | P48145 | GPR7-expressing cells, fluorescence antagonist assay | inhibition, % at 4.4 µM | 1.1% of 290,000 active; in the data active means inhibition above about 16%, passing the limit was not always enough;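 further: cells stimulated with the agonist NPW; 0% = agonist with vehicle and 100% = vehicle without agonist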
Target sequence (P48145 whole entry, looked up): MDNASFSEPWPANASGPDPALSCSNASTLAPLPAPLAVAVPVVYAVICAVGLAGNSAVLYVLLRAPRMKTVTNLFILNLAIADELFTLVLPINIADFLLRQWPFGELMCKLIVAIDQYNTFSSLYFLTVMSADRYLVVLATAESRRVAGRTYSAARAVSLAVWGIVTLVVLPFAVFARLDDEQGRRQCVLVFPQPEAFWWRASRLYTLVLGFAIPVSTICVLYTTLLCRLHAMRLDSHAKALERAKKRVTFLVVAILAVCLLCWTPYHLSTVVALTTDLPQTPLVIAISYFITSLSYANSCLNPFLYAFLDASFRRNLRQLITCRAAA
An asterisk follows results filed as active; / = no result given; [ ] = another dose, or the depositor's remark.

SMILES | V1aR counter | MEKK2mut PB1 HTS | MEKK2 WT-MEK5 | NALP1 inh | GalR3 antagonist | PHOSPHO1 block | MEKK3 PB1 HTS | OXTR ag | GPR7 antag
COc1cc2[nH]c(=O)n(-c3ccc(C)cc3)c(=O)c2cc1OC | / | / | / | 9 | 0 | -3 | / | / | 1
FC(F)(F)c1ccccc1N1CC1c1ccncc1 (centres undefined) | 2.5 | 0 | 103 | 19 | -6 | 23 | 101 | 1.2 | 19
Cn1c(N2CCNCC2)nc2ccccc21 | 0.1 | 6 | 103 | 12 | -7 | 28 | 101 | -1.0 | 0
C=CC1CN2CCC1CC2C(OC(C)=O)c1ccnc2ccc(OC)cc12 (centres undefined) | 0.5 | 0 | 102 | 12 | -3 | -10 | 98 | 0.2 | -8
O=c1[nH]c(=O)n(-c2ccc(Cl)cc2)c(O)c1C=NCCN1CCCCC1 | 0.9 | 3 | 100 | 1 | 4 | 4 | 103 | 0.3 | -12
CC(Cc1ccccc1Sc1ccc(O)cc1)N(C)C (centres undefined) | 5.5 | 8 | 115 | 15 | / | 12 | 112 | 8.4 | 11
CCCCn1c(=O)c(C=Nc2cccnc2Cl)c(O)n(CCCCl)c1=O | 1.1 | -1 | 99 | 28 | 1 | -9 | 97 | 0.2 | -15
O=C(CN1C(=O)COc2ccccc21)N1CCC2(CC1)OCCO2 | 1.1 | -1 | 98 | 2 | 2 | 32 | 96 | 0.7 | 6
CCc1cc(=O)oc2c(C)c(OCC(=O)N3C[C@H]4C[C@@H](C3)c3cccc(=O)n3C4)ccc12 | 0.1 | 3 | 99 | 15 | -6 | 23 | 98 | 0.4 | 5
Cc1nc2cc(C(F)(F)F)ccc2n1C1CCN(Cc2nnnn2Cc2ccc3c(c2)OCO3)CC1 | 5.2 | -3 | 97 | 8 | -7 | -60 | 98 | 5.3 | 9
O=c1c2ccccc2nc(-c2ccco2)n1-c1ccc(Br)cc1 | -1.1 | 3 | 100 | -11 | -4 | 0 | 100 | -2.5 | -21
Cc1ccc2nsnc2c1-n1c(C)nc2ccccc2c1=O | 0.7 | 12 | 104 | 4 | -6 | 6 | 101 | -0.2 | -13
O=C(C(=O)N1CCOCC1)c1cn(CCCOc2ccccc2)c2ccccc12 | 0.0 | -1 | 103 | 8 | -5 | 41 | 104 | 0.2 | 2
CCOP(=O)(C(NC(=O)c1ccccc1Cl)=C(Cl)Cl)c1ccccc1 (centres undefined) | 0.8 | -1 | 98 | -2 | -7 | 7 | 96 | -1.5 | 4
O=S(=O)(c1ccc(F)cc1)N1CCCCC1c1cccnc1 (centres undefined) | 0.2 | 2 | 105 | / | -4 | 10 | 112 | -1.0 | -4
CCc1ccc2nc(N3CCC(C(=O)N4CCC5(CC4)OCCO5)CC3)sc2c1 | 3.0 | 0 | 99 | 0 | -4 | -3 | 99 | 4.0 | 4
CC(C)OCCCNC(=O)c1c(N)n(Cc2cccs2)c2nc3ccccc3nc12 | 1.5 | 1 | 101 | 24 | -4 | -23 | 106 | 2.6 | 10
NC(=O)c1cn(C2CCCCC2)c2ccccc2c1=O | 0.7 | -1 | 104 | 20 | -8 | 20 | 100 | -0.7 | -2
CCOc1cc(CN2CCN(C(=O)Cc3ccccc3)CC2)ccc1OC | 0.0 | 3 | 104 | 13 | -9 | -12 | 101 | -0.1 | -5
O=C1/C(=C\c2ccc(Cl)cc2Cl)N2CCC1CC2 | 3.0 | 1 | 104 | 3 | -2 | 2 | 110 | -2.5 | -9

Shown as comma-separated lines: entries from further up
canonical_smiles,V1aR counter,MEKK2mut PB1 HTS,MEKK2 WT-MEK5,NALP1 inh,GalR3 antagonist,PHOSPHO1 block,MEKK3 PB1 HTS,OXTR ag,GPR7 antag
COc1cc2[nH]c(=O)n(-c3ccc(C)cc3)c(=O)c2cc1OC,/,/,/,9,0,-3,/,/,1
FC(F)(F)c1ccccc1N1CC1c1ccncc1 (centres undefined),2.5,0,103,19,-6,23,101,1.2,19
Cn1c(N2CCNCC2)nc2ccccc21,0.1,6,103,12,-7,28,101,-1.0,0
C=CC1CN2CCC1CC2C(OC(C)=O)c1ccnc2ccc(OC)cc12 (centres undefined),0.5,0,102,12,-3,-10,98,0.2,-8
O=c1[nH]c(=O)n(-c2ccc(Cl)cc2)c(O)c1C=NCCN1CCCCC1,0.9,3,100,1,4,4,103,0.3,-12
CC(Cc1ccccc1Sc1ccc(O)cc1)N(C)C (centres undefined),5.5,8,115,15,/,12,112,8.4,11
CCCCn1c(=O)c(C=Nc2cccnc2Cl)c(O)n(CCCCl)c1=O,1.1,-1,99,28,1,-9,97,0.2,-15
O=C(CN1C(=O)COc2ccccc21)N1CCC2(CC1)OCCO2,1.1,-1,98,2,2,32,96,0.7,6
CCc1cc(=O)oc2c(C)c(OCC(=O)N3C[C@H]4C[C@@H](C3)c3cccc(=O)n3C4)ccc12,0.1,3,99,15,-6,23,98,0.4,5
Cc1nc2cc(C(F)(F)F)ccc2n1C1CCN(Cc2nnnn2Cc2ccc3c(c2)OCO3)CC1,5.2,-3,97,8,-7,-60,98,5.3,9
O=c1c2ccccc2nc(-c2ccco2)n1-c1ccc(Br)cc1,-1.1,3,100,-11,-4,0,100,-2.5,-21

Next part:
SMILES | V1aR counter | MEKK2mut PB1 HTS | MEKK2 WT-MEK5 | NALP1 inh | GalR3 antagonist | PHOSPHO1 block | MEKK3 PB1 HTS | OXTR ag | GPR7 antag
CCOc1ccccc1-n1c(O)c(C=NCCCN(CC)CC)c(=O)[nH]c1=O | 0.7 | 4 | 100 | -2 | 2 | -6 | 103 | -0.1 | -4
CCOC(=O)C1CCN(/C=C2/C(=O)NC(=S)N(c3cccc(OC)c3)C2=O)CC1 | 0.5 | -2 | 99 | 1 | -3 | -25 | 95 | -0.1 | -11
CCN1CCN(c2cc(N3CCCC3)c(F)cc2[N+](=O)[O-])CC1 | 1.7 | 2 | 114 | 7 | 0 | -24 | 159* | 1.5 | 5
O=C(C1CCCN(c2nnc(-n3cccc3)s2)C1)N1CCC2(CC1)OCCO2 (centres undefined) | -1.0 | -1 | 97 | 41 | -4 | -4 | 97 | -3.0 | -10
CC(=O)N(C1=NCCCS1)c1ccccc1F | 1.7 | 4 | 108 | 5 | -6 | -59 | 105 | 0.4 | -2
CN1CCN(c2ccc([N+](=O)[O-])cc2Cl)CC1 | -0.5 | -4 | 97 | 23 | 3 | 20 | 97 | 3.5 | -8
COC(=O)N(C)c1ccc(C(O)(C(=O)OC)C(F)(F)F)cc1 (centres undefined) | 0.9 | 0 | 116 | 21 | -3 | 2 | 113 | 0.7 | -16
COc1ccc(CN2CCN(C(=O)Cc3ccccc3)CC2)c(OC)c1 | 0.9 | -1 | 100 | 25 | 0 | -18 | 100 | 0.2 | -3
O=C1NC(=O)C(=Cc2cc(Cl)ccc2OCc2ccc(C(=O)O)cc2)C(=O)N1 | 0.8 | -1 | 104 | 9 | -4 | 18 | 100 | 3.1 | 4
CCCOP(=O)(OCCC)C(NC(=O)c1ccccc1)=C(Cl)Cl | 0.7 | 8 | 108 | 29 | -4 | 8 | 100 | -1.8 | -3
COc1ccc(C2=NCC(=O)N(CC(=O)NCc3ccco3)c3sc4c(c32)CCCC4)cc1 | 1.6 | 3 | 100 | 18 | 3 | 16 | 102 | 1.9 | -12
CCCC(C)C1(CC)C(=O)NC(=Nc2ccc(F)cc2)NC1=O (centres undefined) | 6.0 | -11 | 90 | 29 | 0 | 0 | 88 | 3.9 | -10
Cc1ccc(Cn2nc(C(=O)Nc3ccc(Br)cc3)cc2C)cc1 | 4.2 | 12 | 108 | 23 | 92* | 20 | 112 | 8.6 | 31
COc1ccc(CCNCc2sccc2C)cc1 | 0.1 | 9 | 112 | 17 | -8 | 45 | 104 | 0.7 | -18
COC(=O)C(O)(c1ccc2c(c1)CCCN2)C(F)(F)F (centres undefined) | 1.2 | -1 | 98 | 10 | -1 | -7 | 97 | 0.8 | -1
O=C1OC(c2ccc([N+](=O)[O-])cc2)=N/C1=C/N1CC2CC(C1)c1cccc(=O)n1C2 (centres undefined) | 7.3 | -22 | 86 | / | -3 | 14 | 90 | 4.5 | -6
C[C@]12CCC(=O)CC1CCC1C2CC[C@]2(C)C(OC(=O)CCC(=O)O)CCC12 (some centres undefined) | -0.6 | 12 | 103 | 19 | 0 | 0 | 107 | -0.7 | 0
Cc1ccc(C(O)(C(=O)NNC(=O)CN2CCN(C)CC2)c2ccc(C)cc2)cc1 | 0.7 | 0 | 101 | / | -6 | -9 | 67*[inhibitor] | -0.9 | -9
CNC(C(=O)c1ccccc1)C(OC(C)=O)c1cccc([N+](=O)[O-])c1 (centres undefined) | 0.1 | -11 | 92 | -3 | -6 | -10 | 90 | -1.2 | -14
O=C1NC2NC(=O)N([N+](=O)[O-])C2N1 (centres undefined) | 7.7 | -2 | 110 | 28 | -2 | 8 | 104 | 2.4 | -13
COc1ccccc1/C=C1/C(=N/O)C2CCN1CC2 | -0.2 | 1 | 95 | -14 | -4 | -3 | 97 | -0.4 | -3
COc1ccc(-n2nc(C(=O)NCC(=O)N3CCC4(CC3)OCCO4)c3ccccc3c2=O)c(OC)c1 | 0.2 | 11 | 104 | -5 | -9 | 44 | 103 | 0.2 | -12
O=C(N/N=C/c1c(O)n(CCc2ccc(F)cc2)c(=O)[nH]c1=O)c1ccncc1 | 0.5 | -12 | 83 | -10 | 25* | -10 | 84 | 0.1 | 17
O=C1NC(=O)C(CCc2ccncc2)(Cc2cccc(Cl)c2Cl)C(=O)N1c1ccc(Br)cc1 (centres undefined) | 0.2 | 10 | 102 | 26 | -2 | -16 | 96 | -2.9 | 5
CO[C@H]1[C@@H](OC)CC(OC2OC(CO)C(O)C(O)C2O)/C(=C\C#N)[C@@H]1O (some centres undefined) | 0.3 | 2 | 91 | 8 | -1 | 11 | 87 | 0.2 | 9
c1cncc(C2CCCCN2)c1 (centres undefined) | 0.6 | 4 | 99 | 13 | 0 | 37 | 102 | 0.6 | -12
c1ccc2nc(OCCN3CC3)ccc2c1 | 0.0 | 32* | 181* | 6 | -8 | 18 | 108 | -0.7 | 3
COc1ccccc1N(CC(=O)NC1CCCC1)C(=O)c1cnn(C(C)C)c1 | 0.8 | 2 | 102 | 9 | -3 | 4 | 97 | 0.2 | -2
CCN1C(=O)C(=C2C=C(C)N(Cc3ccco3)C(C)=C2)C(=O)N(CC)C1=S | 5.0 | -3 | 89 | 5 | -6 | -6 | 90 | 4.2 | -8
CN1CCc2nc(SCc3cccc(Br)c3)c(C#N)cc2C1 | -0.1 | 11 | 120 | 0 | 0 | -6 | 103 | -1.4 | -7
O=[N+]([O-])c1ccccc1CNCCc1ccc(F)cc1 | -0.8 | -1 | 98 | 17 | -7 | 10 | 100 | 0.7 | -3
COc1cccc(-n2c(CN3CCN(C)CC3)nc3ccc([N+](=O)[O-])cc3c2=O)c1 | 0.2 | -1 | 102 | -21 | 3 | -33 | 98 | 0.2 | -4
Cc1ccsc1C(=O)C1CCCN(Cc2cnc(N3CCCC3)s2)C1 (centres undefined) | 0.0 | -11 | 97 | -12 | 1 | 46 | 98 | 0.1 | 3
CN1CCCN(C(=O)COc2ccccc2Br)CC1 | -0.1 | 0 | 104 | -5 | 1 | 32 | 102 | 0.1 | -11

A portion of the library. The share of hits here may be higher or lower than overall.
